Compound activity as filed in PubChem BioAssay.
G9a inh: G9a (human) methyltransferase inhibition; Q96KQ7; G9a H3K9 monomethylation, AlphaScreen, 2 h; Potency, µM (doses to about 102 µM), without a hit: at the highest dose activity, negative = inhibition, hits mostly inhibitors; 350,000 compounds, 8.8% hits; AID 504332; also: potency is read from the fitted curve at half-maximal effect; % is scaled to controls: 0 for no effect and ±100 for the full control effect; nearly all actives have a fitted effect of over 75% in size
Target sequence (Q96KQ7 913-1193 limits assumed): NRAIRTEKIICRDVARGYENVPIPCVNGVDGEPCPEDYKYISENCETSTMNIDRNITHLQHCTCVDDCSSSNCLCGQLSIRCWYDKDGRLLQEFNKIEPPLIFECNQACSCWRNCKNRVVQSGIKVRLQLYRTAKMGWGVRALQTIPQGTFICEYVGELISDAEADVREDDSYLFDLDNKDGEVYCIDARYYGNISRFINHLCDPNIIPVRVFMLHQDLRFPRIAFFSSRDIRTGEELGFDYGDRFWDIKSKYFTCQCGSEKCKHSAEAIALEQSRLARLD
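Enzyme 20 nM + cpd, 15 min RT; add b-H3K9 pep 500 nM / SAM 20 uM; 2 h RT; anti-H3K9me1 Ab 0.5 ug/mL + SA donor / anti-rabbit acceptor beads 20 ug/mL each, 10 min; AlphaScreen read.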
JMJD2A Tudor: blocks the human JMJD2A Tudor domain. Potency, µM (doses to about 114 µM), for inactives: top-dose activity change, negative = inhibition, actives largely listed as inhibitors. AlphaScreen JMJD2A-Tudor / H3K4me3 peptide binding. O75164. AID 504339. 390,000 compounds, 4.4% hits; also: potency is read from the fitted curve at half-maximal effect; % is scaled to controls: 0 for no effect and ±100 for the full control effect; nearly all actives have a fitted effect of over 50% in size
PGK inhibitor: T. brucei PGK inhibition | PGK/GAPDH coupled, Kinase-Glo luminescence, 60 min | AID 602233 | P07378 | Potency, µM (top dose mostly 57.5 µM), for the others: at the top dose activity change, negative = inhibition, hits mostly inhibitors | 380,000 compounds, 0.043% hits; also: potency is read from the fitted curve at half-maximal effect; % is scaled to controls: 0 for no effect and ±100 for the full control effect; nearly all actives have a fitted effect of over 60% in size
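Recombinant glycosomal PGK reaction used 1,3-bisphosphoglycerate generated in-well by GAPDH (100nM final) in 100mM TEA pH 7.6, 5mM MgCl2, 0.01% Tween-20. After 60 minutes at room temperature, ATP was read by Kinase-Glo Plus luminescence end-point.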
PI4K2A block: blocks human PI4K2A kinase activity | Q9BTU6 | purified PI4K2A, ADP-Glo luminescence, 1 h; hits give low values | activity change, negative = inhibition, % at 76.9 µM | 420,000 compounds, 0.13% hits; in the data active = activity change below about -50%; inconclusive = mostly about -30% to -49%;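 also: -100% = wells without enzyme as full effect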
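PI4K2A activity was measured by ADP-Glo luminescence: enzyme (4 ug/mL stock) and phosphatidylinositol (1.2 mM stock) in Tris pH 7.5/MgCl2/EGTA/Triton X-100 buffer were reacted with ATP (300 microM stock) for one hour at ambient temperature.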
HP1b binding inh: inhibitors of HP1-beta chromodomain binding to methylated histone tails; 390,000 compounds, 0.56% hits; Potency, µM (series often up to 114 µM), for the others: at the highest dose activity change, negative = inhibition, hits mostly inhibitors; AID 540317; AlphaScreen HP1-beta / biotin-H3K9me3 peptide binding; also: potency is read from the fitted curve at half-maximal effect; nearly all actives have a fitted effect of over 70% in size; inactives centre near 23
Target sequence (P83916 whole entry, looked up): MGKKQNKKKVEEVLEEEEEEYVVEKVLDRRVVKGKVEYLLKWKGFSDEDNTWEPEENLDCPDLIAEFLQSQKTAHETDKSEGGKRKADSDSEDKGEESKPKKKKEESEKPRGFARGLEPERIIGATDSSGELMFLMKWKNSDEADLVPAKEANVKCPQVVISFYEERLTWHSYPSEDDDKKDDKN
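Compound inhibition of the preformed complex between 50 nM HP1-beta and 50 nM biotinylated H3K9me3 peptide was read by AlphaScreen. Buffer was PBS pH 7.4 with 0.01% Tween-20. Incubations ran 30 min at room temperature, with 10 ug/mL donor/acceptor beads.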
BAZ2B inh: BAZ2B (human) inhibition; Potency, µM (titrated, usually from 114 µM), for the others: at the top dose activity change, negative = inhibition, actives largely listed as inhibitors; Q9UIF8; 360,000 compounds, 4.4% hits; AlphaScreen BAZ2B-H3K14Ac peptide displacement; AID 504333; also: potency is read from the fitted curve at half-maximal effect; % is scaled to controls: 0 for no effect and ±100 for the full control effect; nearly all actives have a fitted effect of over 60% in size
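AlphaScreen displacement: compounds (up to 110uM) incubated 30 min at room temperature with a preformed 50 nM BAZ2B/50 nM biotinylated H3K14Ac peptide complex in PBS pH 7.4 with Tween-20. Donor and acceptor beads at 10 ug/mL final added, 20 min light-protected before reading.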
Pin1 inhibitor: human Pin1 inhibition. Q13526. AID 504891. 390,000 compounds, 0.009% hits. Pin1 FP peptide displacement, HiFluor488, 10 min. Potency, µM (titrated, usually from 115 µM), inactives show top-dose activity, negative = inhibition, usual class: inhibitors; active = well fitted inhibition curve with a large enough effect in the polarisation, with a control signal flat, not every such curve was filed as active; inconclusive = small, poorly fitted or top-dose-only effect, or effect the other way, or a change in a side signal; inactive = no such curve, though single readings can be large or run the other way; the % refers to the polarisation; also: potency is read from the fitted curve at half-maximal effect; % is scaled to controls: 0 for no effect and ±100 for the full control effect
ERG Ets-DNA blk: inhibitors of human ERG Ets domain-DNA interaction; 370,000 compounds, 0.028% hits; fluorescence polarization, His-ERG Ets domain / labelled DNA; Potency, µM (series often up to 76.9 µM), for inactives: at the top dose FP activity, negative = inhibition, hits mostly inhibitors; P11308; active = well fitted inhibition curve with a large enough effect in the polarisation, with a control signal flat; inconclusive = small, poorly fitted or top-dose-only effect, or effect the other way, or a change in a side signal; inactive = no such curve, though single readings can be large or run the other way; the % refers to the polarisation;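 also: polarization taken with two DNA probes labelled with fluorescein and Texas red; potency is read from the fitted curve at half-maximal effect; % of control where 0% means no effect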
Target sequence (P11308 whole entry, looked up, the tested form may be a part): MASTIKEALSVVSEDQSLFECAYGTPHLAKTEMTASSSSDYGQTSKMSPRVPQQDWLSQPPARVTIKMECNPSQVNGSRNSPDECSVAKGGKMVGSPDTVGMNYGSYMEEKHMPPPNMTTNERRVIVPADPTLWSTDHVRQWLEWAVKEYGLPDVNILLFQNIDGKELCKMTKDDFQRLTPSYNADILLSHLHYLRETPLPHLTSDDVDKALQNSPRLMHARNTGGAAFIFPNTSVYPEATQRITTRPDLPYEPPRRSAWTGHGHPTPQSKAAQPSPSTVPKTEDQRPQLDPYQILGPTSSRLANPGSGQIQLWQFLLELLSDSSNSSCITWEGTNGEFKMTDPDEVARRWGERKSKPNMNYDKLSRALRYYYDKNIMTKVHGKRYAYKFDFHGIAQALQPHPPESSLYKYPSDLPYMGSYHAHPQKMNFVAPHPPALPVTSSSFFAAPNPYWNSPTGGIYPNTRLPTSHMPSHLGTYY
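His-tagged ERG Ets domain (1 uM in the protein solution; 300mM KCl, 50mM Tris-HCl, 1mM EDTA, 1mM DTT, pH 7.5) received compound, then a probe mix of 5 nM fluorescein-DNA and 100nM Texas-615-DNA. Fluorescence polarization was read for both dyes.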
GLS inhibitor: inhibitors of human glutaminase (GLS); GLS enzymatic activity, qHTS titration; Potency, µM (series often up to 45.5 µM), for the others: at the top dose activity change, negative = inhibition, hits mostly inhibitors; 410,000 compounds, 0.21% hits; AID 624170; also: potency is read from the fitted curve at half-maximal effect; % is scaled to controls: 0 for no effect and ±100 for the full control effect
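hKGA; 45 mM KH2PO4 pH 8.2 + 0.02% Tween-20; cpd via pin tool; 1 mM Gln soln; GluOx/HRP/Amplex Red; RT 30 min; fluor. t0 & final.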
* = called active by the depositor; i = inactive; ? = inconclusive; nt = not tested or not shown; & = joins results of further samples; [ ] = remark or other dose. Unless noted, calls follow the shape of the dose curve; as a rule, active = well fitted curve in the direction sought with a large enough effect; inconclusive = small, poorly fitted or top-dose-only effect, or another doubt; inactive = no such curve, though single readings can be large; an effect the other way counts as inactive or inconclusive.

SMILES	G9a inh	JMJD2A Tudor	PGK inhibitor	PI4K2A block	HP1b binding inh	BAZ2B inh	Pin1 inhibitor	ERG Ets-DNA blk	GLS inhibitor
CCN(C[C@H]1N[C@@](C)(C(=O)OC)[C@H]2C(=O)N(C)C(=O)[C@@H]12)S(=O)(=O)c1ccc(F)cc1	nt	-15.8%	2.3%	-2.3	8.1%	nt	0.1%	-4.4%	5.4%
COc1cc2cc(CN(CCc3cccc(C)c3)C(=S)NCCCN3CCOCC3)c(=O)[nH]c2cc1OC	?	-35.5%	-2.6%	1.4	9.3%	?	2.9%	-2.7%	3.6%
COc1ccccc1OCCNC(=O)c1ccc(C)c(S(=O)(=O)N2CCOCC2)c1	-3.7%[0.501 µM]	-14.5%	i	1.1	17.5%	-16.0%	3.1%	-1.9%	-1.3%
O=C(/C=C/c1ccccc1)N1CCC(c2ccccc2)C1 (stereo unspecified)	-8.5%[59 µM]	-23.8%	4.5%	-0.9	8.4%	1.5%	0.4%	-1.3%	1.1%
Cn1ccnc1SCC(=O)Nc1nc2ccccc2s1	nt	-12.9%	-2.9%	-6.7	10.8%	-15.0%	-1.9%	17.0%	-0.2%
O=C(NC(=S)NC(=O)c1ccccc1F)c1ccccc1F	10µM*	-0.3%	-4.0%	-4.3	27.6%	-38.4%	-3.9%	-4.5%	-13.0%
COc1cc2c3nnc(-c4ccccc4)c-3cn(Cc3ccc(F)cc3)c2cc1OC	-31.7%	-20.5%	i	0.7	14.6%	-24.1%	20.3%	1.6%	-11.0%
Cc1ccc(Cn2c(Cc3ccccc3)nc3ccccc32)cc1	-39.5%&22.6%[59 µM]	58.1%&29.6%[activator]	-3.3%	-4.4&-1.3	78.5%&101.0%[activator]	41.9%&12.1%[activator]	?	-9.2%&2.1%	8.5%&-6.4%
O=C(COC(=O)CCCSc1nc2ccccc2[nH]1)Nc1ccc(Oc2ccccc2)cc1	?	-23.6%	6.3%	2.1	19.1%	3.5%	4.1%	4.0%	13.8%
COc1ccc(OCC(=O)Nc2ccc3c(c2)CCC3)cc1	4.5%[2.33 µM]	9.8%	-0.3%	2.4	56.2%[activator]	6.3%	-3.8%	4.3%	2.1%
CCO[C@H]1OC(C(=O)N2CCN(Cc3ccccc3)CC2)=C[C@@H](c2coc3ccccc3c2=O)[C@@H]1CCCO	14.8%[59 µM]	-13.7%	3.6%	1.8	32.5%	-5.7%	2.4%	0.0%	-3.9%
N#Cc1nc(Cc2ccccc2)oc1N1CCN(c2cccc(Cl)c2)CC1	-1.6%[2.33 µM]	?	i	0.2	?	?	1.3%	3.3%	3.0%
COC(=O)C1C(O)=C(C=NCC(C)N=CC2=C(O)C(C(=O)OC)C(C)(C)CC2=O)C(=O)CC1(C)C (stereo unspecified)	-11.1%[59 µM]	-9.1%	-1.5%	2.1	37.7%	nt	2.3%	-16.9%	-3.8%
COc1ccc2c(c1)c(C(=O)N/N=C/c1cccc(Br)c1)c(C)n2C	4.5%	-5.9%	i	-5.0	0.7%	?	2.2%	8.0%	-19.6%
CCOCCCn1c(=NC(=O)c2cccs2)c(C#N)cc2c(=O)n3cccc(C)c3nc21	70.8µM*	-20.4%	-8.8%	-0.2	23.9%	-6.9%	?	-8.6%	-4.8%
Cc1cc(=O)[nH]c(N/N=C/c2ccc(Br)s2)n1	14.9%[59 µM]	8.9%	-10.9%	-16.3	27.7%	-2.1%	-0.1%	-5.0%	10.4%
O=C1CCCc2c1[nH]c1ccc(CN3CCCCC3)cc21	7.3%[59 µM]	-15.1%	-5.3%	-12.5	-9.9%	4.4%	0.8%	6.5%	-1.5%
CCCCn1c(SC(C)C(=O)c2ccc(OC)cc2)nc2cc(S(N)(=O)=O)ccc21 (stereo unspecified)	13.7%[0.501 µM]	-30.8%	-3.4%	8.3	-2.0%	?	6.3%	-1.3%	4.0%
Cc1nc2scc(-c3ccc(C(C)(C)C)cc3)c2c(=O)n1N	7.8%	-29.9%	-7.6%	-11.1	?	0.1%	-5.5%	5.0%	2.8%
O=C(CN1C(=O)NC2(CCCC2)C1=O)N1CCN(S(=O)(=O)c2ccc(Cl)cc2)CC1	-5.7%	-5.8%	3.8%	-0.5	43.3%[activator]	-8.9%	2.7%	11.1%	0.3%
CCn1nnc(NC(=O)c2ccc(C(C)(C)C)cc2)n1	17.9%[59 µM]	-7.6%[57.1 µM]	-1.2%	-1.4	63.2%[activator]	39.0%[activator]	-0.9%	0.0%	-19.3%
COc1ccccc1N1C(=O)C2C(c3ccc(F)cc3)NN(C(=O)c3ccc(C)cc3)C2C1=O (stereo unspecified)	-35.6%	-16.0%	5.4%	2.9	21.3%	?	1.0%	3.1%	5.6%
O=C(O)c1ccc(NS(=O)(=O)c2ccc3c(c2)C(=O)c2ccccc2C3=O)cc1	44.7µM*	-19.6%	8.6%	-4.2	23.9%	-35.3%	?	3.2%	2.8%
CN(CC(=O)Nc1ccc(F)cc1)C(=O)C1CC(=O)N(Cc2ccccc2)C1 (stereo unspecified)	76.2%[activator]	-11.7%	-10.3%	4.5	18.2%	-12.8%	-4.4%	-6.9%	3.5%
CCN(Cc1ccccc1)C(=O)c1ccc(C(=O)N(CC)Cc2ccccc2)cc1	22.1%	-22.9%	-4.6%	1.0	33.8%	4.3%	0.3%	-2.6%	-2.8%
CC(=O)Nc1sc(C)c(C)c1C(=O)OCC(=O)NC(C)c1ccccc1 (stereo unspecified)	?	-18.9%	8.7%	2.0	4.7%	9.4%	0.5%	-3.9%	4.6%
CCOC(=O)c1sc(NC(=O)COC(=O)c2ccco2)nc1C	6.9%	-2.5%	-7.4%	-0.1	19.1%	18.4%	1.2%	-4.3%	-2.9%
COc1ccccc1/C=C/C(=O)OCC(=O)Nc1ccc2c(c1)OCO2	nt	3.0%	-0.2%	0.5	25.8%	nt	-7.1%	1.9%[15.4 µM]	4.4%
O=C(NN1CCOCC1)c1cc(-c2ccc(Br)cc2)nc2ccccc12	-1.0%[59 µM]	4.8%	3.2%	0.3	37.0%	2.0%	-0.6%	-4.4%	-1.6%
CCCn1c(N)c(C(=O)CSc2nnnn2-c2ccc(O)cc2)c(=O)n(C)c1=O	-4.1%[59 µM]	-6.9%	i	-13.8	32.9%	9.6%	11.4%	2.0%	-1.7%
COC(=O)CC1C(=O)NCCN1C(=S)Nc1ccc(F)cc1 (stereo unspecified)	8.5%	-6.8%	-8.5%	-1.4	33.7%	-2.3%	2.8%	3.3%	-13.3%
CS/C(=N\N(C)C(N)=O)c1ccccc1	5.6%[59 µM]	-6.7%	0.5%	-2.9	37.7%	7.9%	-4.2%	1.8%	-3.7%
CC(NC(=O)CCNS(=O)(=O)c1cccc2nsnc12)c1ccccc1 (stereo unspecified)	2.4%	-7.0%&-1.7%	-3.0%&-1.4%	-2.2&-3.9	57.4%&50.5%[activator]	-0.1%&4.8%	0.2%&2.6%	17.6%&-5.4%	-11.1%&0.2%
Cc1cc(Oc2ccc(C)c(Cl)c2)nc(SCC(=O)c2ccccc2)n1	20.9%[59 µM]	26.8%	0.0%	4.6	94.3%[activator]	15.8%	8.0%	8.4%	2.7%
CC(NC(=O)COC(=O)c1ccc2c(c1)OCO2)c1ccccc1 (stereo unspecified)	29.4%	0.3%	0.0%	-7.4	33.7%	nt	-1.0%	-19.7%	3.5%
Cc1cc(C)nc(SCc2nnc(SCC(=O)NCc3ccco3)n2-c2ccccc2)n1	8.9%[59 µM]	?	-7.8%	-3.1	21.8%	nt	?	0.0%	3.2%
c1ccc(-c2ccccc2OCCCN2CCCCCC2)cc1	3.55µM*	20µM*	-7.2%	0.6	?	56.2µM*	-1.7%	0.6%	-2.1%
O=C(Nc1cccc(-c2cn3cccnc3n2)c1)c1ccc(Br)o1	nt	-23.4%	3.3%	-7.3	24.2%	?	16.8%	1.1%	-1.8%
O=C(Cn1cc(S(=O)(=O)Cc2cccc([N+](=O)[O-])c2)c2ccccc21)N1CCOCC1	?	-15.3%	i	6.1	16.5%	-3.7%	-4.5%	-1.3%	0.0%
CCOC(=O)c1ccccc1NC(=O)NCc1c(-n2cccc2)sc2c1CCCC2	-27.8%[59 µM]	-19.5%	-0.3%	2.7	17.2%	?	-10.5%	-9.1%	-14.1%
COc1ccc(-n2nc(C(=O)NCC(=O)N3CCCCCC3)c3ccccc3c2=O)cc1Cl	-1.4%	-9.2%	i	-3.0	48.2%[activator]	-2.5%	17.3%	2.6%	-17.3%
O=C1CCN(Cc2nnnn2CC2CCCO2)c2ccccc2N1 (stereo unspecified)	?	-2.9%	-6.5%	1.9	12.1%	2.7%	3.5%	nt	3.3%
CC(C)c1cc(-c2cc(-c3ccccc3)on2)nc(NC2CCCC2)n1	16.0%[12.7 µM]	48.3%[activator]	i	-1.7	97.1%[activator]	37.7%	20.9%	7.6%	1.1%
Cc1nc(NNC(=O)c2ccc([N+](=O)[O-])cc2)cc(-c2ccccc2)n1	-42.1%	?	-15.0%	-1.5	-12.7%	-9.2%	-3.0%	-4.6%	11.1%
